dFosB activator: mouse delta FosB homodimer activation; P13346; purified delta FosB, TAMRA-CDK5 oligo fluorescence polarization; percent of positive-control signal above neutral wells; activation, % at 25 µM; hit rate 0.99% among 340,000; AID 493131;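 active means mean activation above about 17%, with every replicate also reaching it, limit read from the data, passing the limit was not always enough; inconclusive means only one of the two conditions met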;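 further: fluorescence polarization rise as delta FosB binds a TAMRA Cdk5 AP-1 oligo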
Target sequence (P13346 whole entry, looked up): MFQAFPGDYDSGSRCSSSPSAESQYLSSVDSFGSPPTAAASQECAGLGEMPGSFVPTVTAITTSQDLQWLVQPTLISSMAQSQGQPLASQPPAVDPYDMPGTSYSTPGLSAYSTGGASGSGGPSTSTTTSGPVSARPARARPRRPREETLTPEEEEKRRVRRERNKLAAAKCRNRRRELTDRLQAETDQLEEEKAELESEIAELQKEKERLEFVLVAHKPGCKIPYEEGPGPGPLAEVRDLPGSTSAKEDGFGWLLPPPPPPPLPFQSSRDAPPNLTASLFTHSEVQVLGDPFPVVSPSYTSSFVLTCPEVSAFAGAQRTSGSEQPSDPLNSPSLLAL
Rtt109 HAT inh: blocks Candida albicans Rtt109/Vps75 acetyltransferase activity; hit rate 0.16% among 330,000; AID 540336; Q5AAJ8; purified Rtt109/Vps75, ThioGlo CoA-SH fluorescence, 4 h; inhibition, % at 34.9 µM;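 active means inhibition of at least 50% in every replicate; inconclusive means best replicate reaches 50% inhibition but some replicates fall short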
NSD2 HMT inh: blocks human histone methyltransferase NSD2. NSD2 peptide methylation, AlphaScreen, 120 min. AID 743445. O96028. hit rate 0.54% among 310,000. inhibition, % at 12.5 µM; in the data active means inhibition above about 50%
PvdQ acylase: blocks Pseudomonas aeruginosa PvdQ acylase activity. hit rate 0.063% among 340,000. purified PvdQ acylase, fluorescence plate reader. AID 488965. inhibition, % at 10 µM; in the data active means inhibition above about 30%, passing the limit was not always enough; inconclusive means no clear call, values can overlap the other calls;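 further: 0% = vehicle neutral wells and 100% = reference inhibitor wells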
CAL PDZ FP-1: human CAL PDZ-peptide interaction inhibition | AID 504414 | purified CAL PDZ, TMR-peptide fluorescence polarization, 1 h | hit rate 0.02% among 330,000 | inhibition, % at 20 µM;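 active means highest replicate inhibition of at least 40%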;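 further: plate controls were DMSO neutral control wells for no effect and unlabeled competitor peptide control wells for full effect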
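Material: tagged CAL PDZ protein CerCALP, purified; buffer or medium: sodium phosphate/NaCl buffer pH 7.4 with TCEP, IgG, Thesit; also added: fluorescent TMR peptide probe; schedule: 1 h incubation at room temperature before polarization reading; technique: fluorescence polarization from S- and P-plane intensities, G-factor corrected; control set: unlabelled peptide and DMSO controls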
PfHsp90 set2: reduces growth (ATP signal) of yeast expressing P. falciparum Hsp90 | S. cerevisiae expressing PfHsp90, BacTiter-Glo ATP, 48 h; yeast lacking PDR1 and PDR3 efflux regulators | inhibition, % at 9.4 µM | hit rate 0.32% among 310,000 | AID 504621;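 active means every replicate shows inhibition above about 80%, whatever the replicate mean, limit read from the data; inconclusive means mean inhibition reaches the set limit but some replicate falls short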;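 further: 0% = DMSO neutral controls and 100% = 20 µM radicicol positive controls; yeast relying on Plasmodium falciparum Hsp90 in place of its own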
SR-BI HDL uptake: mouse SR-BI HDL lipid transfer inhibition; Q61009; ldlA[mSR-BI] CHO cells, DiI-HDL uptake fluorescence, 3 h; inhibition, % at 12.5 µM; hit rate 0.96% among 320,000; AID 488896;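 active means mean replicate inhibition of at least 70% and a set share of replicates each scoring 70 or more; inconclusive means meets just one of the two criteria; inactive means fails both criteria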;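 further: 0% = median of neutral control wells and 100% = median of positive control wells; values of inactives mirror those of a sister screen read the other way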
Target sequence (Q61009 whole entry, looked up): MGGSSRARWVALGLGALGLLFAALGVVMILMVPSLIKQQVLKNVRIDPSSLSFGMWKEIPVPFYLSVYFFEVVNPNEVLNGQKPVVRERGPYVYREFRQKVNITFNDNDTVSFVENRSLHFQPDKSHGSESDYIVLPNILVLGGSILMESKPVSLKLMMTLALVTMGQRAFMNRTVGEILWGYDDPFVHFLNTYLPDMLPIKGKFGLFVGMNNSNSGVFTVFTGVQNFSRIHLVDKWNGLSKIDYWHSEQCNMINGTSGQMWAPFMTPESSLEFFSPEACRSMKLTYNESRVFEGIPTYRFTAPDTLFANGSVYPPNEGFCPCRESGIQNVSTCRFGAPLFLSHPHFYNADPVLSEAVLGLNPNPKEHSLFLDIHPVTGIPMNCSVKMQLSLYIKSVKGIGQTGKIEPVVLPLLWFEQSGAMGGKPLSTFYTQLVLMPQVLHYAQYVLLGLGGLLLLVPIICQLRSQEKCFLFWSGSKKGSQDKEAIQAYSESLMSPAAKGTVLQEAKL
MITF act: activators of MITF-driven TRPM1 promoter activity in SK-MEL-5 cells | SK-MEL-5 TRPM1-promoter luciferase, 24 h; % of positive control, neutral wells = 0 | activation, % at 12.5 µM | hit rate 0.75% among 300,000 | AID 588334;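 active means mean activation of at least 80% with every replicate also reaching 80%; inconclusive means mean reaches 80% but some replicate falls short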;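 further: 0% = neutral control wells and 100% = parthenolide positive control wells; values of inactives mirror those of a sister screen read the other way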
SR-BI DiI-HDL act: SR-BI HDL lipid transfer activation. hit rate 0.096% among 320,000. activation, % at 12.5 µM. CHO ldlA[mSR-BI] cells, DiI-HDL uptake fluorescence, 3 h; 100 = double the neutral-control signal;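 active means mean replicate activation of at least 60% and every replicate at or above 60%; inconclusive means mean or all-replicate condition met, but not both; inactive means mean below 60% and not all replicates reaching 60%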;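 further: 0% = median plate neutral-control signal and 100% = twice that signal; values of inactives mirror those of a sister screen read the other way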
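Material – SR-BI-overexpressing, LDLR-lacking CHO cells · Medium – BSA-supplemented, HEPES-buffered Ham's F12, pH 7.4 · Doses – single concentration · Times – compound with DiI-HDL co-incubation, 3 h at 37 °C · Measured by – bottom-read fluorescence, 550/595 nm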
CAL PDZ FP-2: inhibitors of human CAL PDZ peptide binding; inhibition, % at 24.9 µM; hit rate 0.92% among 300,000; AID 602252; purified CAL PDZ, TMR-peptide fluorescence polarization, 1 h; Q9HD26;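 active means mean inhibition of at least 30% with at least half of replicates also reaching 30%; inconclusive means no clear call, values can overlap the other calls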;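 further: 0% = DMSO neutral control and 100% = excess unlabeled competitor peptide PRC23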
An asterisk follows results filed as active; ? = inconclusive; nt = not tested or not shown.

SMILES	dFosB activator	Rtt109 HAT inh	NSD2 HMT inh	PvdQ acylase	CAL PDZ FP-1	PfHsp90 set2	SR-BI HDL uptake	MITF act	SR-BI DiI-HDL act	CAL PDZ FP-2
Cc1ccc(Oc2ccc(S(=O)(=O)NCC(C)(C)N3CCOCC3)cc2)cc1	2	1	12	-6	-2.3	26	-10	2	10	-1
CC(OC(=O)/C=C/c1cccc(Cl)c1)C(=O)NC1CCCCC1C (stereo unspecified)	-4	-6	-2	-10	0.3	47	nt	10	nt	1
CCOC(OCC)P(=O)(C(C)C)C(C)C	6	-7	0	-11	-1.1	12	-10	7	10	-3
Nc1nc(NCCO)nc(NCc2ccccc2)c1[N+](=O)[O-]	2	-2	0	1	-0.4	-15	8	-11	-8	-2
O=C(CNC(=O)c1ccccc1F)NCCc1ccccc1F	2	-3	-3	-11	0.6	11	-2	nt	2	-3
COc1ccc(CC2(CO)CCN(Cc3cnn(-c4ccc(F)cc4)c3)CC2)cc1	-5	3	3	-4	-1.9	18	nt	0	nt	2
COc1ccc2cc(S(=O)(=O)N3CCCCC3)ccc2c1S(=O)(=O)N1CCCCC1	-7	8	-4	0	-0.4	-9	1	-5	-1	-1
CC1CCCC(NC(=O)C2CCN(S(=O)(=O)c3cnc[nH]3)CC2)C1C (stereo unspecified)	-5	-11	1	-25	-0.6	2	-13	6	13	64*
CN(CC(=O)Nc1cccc(F)c1)C(=O)c1ccc(-c2cccc(C(F)(F)F)c2)o1	-15	-8	1	-1	-2.6	nt	-23	4	23	-3
CCOC(=O)c1c(S(=O)(=O)NCC(=O)N2CCN(c3cccc(OC)c3)CC2)c(C)n(C)c1C	-6	-5	2	-4	-0.9	10	12	2	-12	nt
Cc1ccc(-n2ncc3c(SCc4ccccc4)ncnc32)cc1	-6	6	-2	10	-1.8	6	-39	32	39	-2
Cc1cn(C2CCCCC2)c(=O)n(-c2ccccc2)c1=O	-2	1	-2	-8	-1.3	nt	4	-2	-4	nt
Cc1ccc2nc(-c3ccccc3)oc(=O)c2c1	-8	4	-4	4	-2.0	12	-10	nt	10	0
CCO[C@H]1OC(C(=O)N2CCOCC2)=C[C@@H](c2ccc(Br)cc2)[C@@H]1CCCO	-6	0	nt	-16	0.5	4	-16	21	16	-2
COC(=O)c1cccc(S(=O)(=O)N2CCN(c3nc4ccccc4s3)CC2)c1	-8	-1	21	-9	-2.4	-60	6	18	-6	-1
COc1ccccc1CNC(=O)c1ccccc1C(=O)NC(CC(C)C)C(=O)NCc1ccccc1OC (stereo unspecified)	5	-4	-2	-10	-1.9	-3	-2	2	2	0
CCCOc1ccc(C2=CSC3=NCCN23)cc1Cl	-5	6	23	-89	-0.9	8	14	-10	-14	-3
CCCCN(C(=O)c1cccc(-n2cccc2)c1)c1c(N)n(CCCC)c(=O)[nH]c1=O	-9	11	3	-9	-3.4	nt	-21	-20	21	-1
CCOC(=O)NC1=NCC(C)(C)S1	-5	-6	-1	-9	-1.6	4	-30	5	30	-5
Cc1ccc(CNC(=O)CC2(CC3=NS(=O)(=O)c4ccccc4N3)CCCC2)cc1	-5	26	nt	-12	-1.0	7	nt	-12	nt	nt
O=C1C=C(NCCc2ccccc2)C2(CCCCC2)O1	3	8	-11	3	nt	18	5	12	-5	-7
O=C(NCCCN1CCOCC1)c1ccc2c(=O)n(Cc3ccc(Cl)cc3)c(=S)[nH]c2c1	3	5	8	-4	-3.1	16	-14	35	14	nt
O=C(NCCCN1CCOCC1)c1cc2c(s1)CCCC2	-4	-4	2	-14	-0.4	26	nt	8	nt	-2
COC(=O)c1ccc(C(=O)OC)c(NC(=O)COC(=O)CCOc2ccc(C)cc2)c1	0	-8	0	2	-0.3	8	-8	-8	8	-1
CCN(CC)C(CNS(=O)(=O)c1ccc(Cl)cc1)c1ccccc1 (stereo unspecified)	-3	-15	1	-10	-1.4	5	-18	-6	18	0
COc1ccc(N(C)C(=O)CCS(=O)(=O)c2cccc3nonc23)cc1	0	nt	4	-19	-2.0	4	3	nt	-3	-1
CC(C)(C)c1ccccc1OCCOCCNCc1ccccc1	-4	-4	-1	-2	0.2	-9	-6	9	6	0
CCOc1cccc(/C(O)=C2/C(=O)C(=O)N(CCN3CCOCC3)C2c2cccnc2)c1 (stereo unspecified)	-1	0	-6	0	-3.9	39	-5	nt	5	-8
Cc1ccc(N2CC(NS(=O)(=O)c3cccs3)CC2=O)cc1C (stereo unspecified)	-8	-10	-1	-18	-1.0	-20	-1	4	1	-10
CCCOc1cccc(C(=O)NCCCNC(=O)c2ccccn2)c1	0	9	-1	11	-1.7	-20	-14	3	14	nt
COC(=O)c1scc(C)c1N/N=C(\C)c1ccc(F)cc1	-5	1	13	-12	-3.3	-24	58	-22	-57	5
CN(C(=O)CSc1ccc(S(=O)(=O)N2CCCCC2)cn1)c1ccccc1	-11	1	1	-16	0.1	-7	22	13	-22	-5
CCOC(=O)N/N=C\c1ccc(-c2cccc(C(F)(F)F)c2)o1	-10	4	-5	-3	-0.2	3	25	16	-25	-2
CCCn1c(N)c(Sc2ccccc2)c(=O)n(CCC)c1=O	-3	-2	-1	-16	-2.6	-11	-21	-5	21	nt
COc1ccc(/C=N/NS(=O)(=O)c2ccccc2)cc1OS(=O)(=O)c1ccc(C)cc1	-2	18	2	3	-1.0	-5	18	-2	-18	-7
CCCCNC(=O)N(O)C1N(CCCC)C(=O)N(CC(=O)OC)C1(C)C (stereo unspecified)	1	-4	-3	-5	-1.8	1	-6	0	6	0
COc1ccc(CCCc2nnc(SCC(=O)Nc3cc(C)c(C)cc3Br)o2)cc1	-3	12	-1	-6	-1.8	-15	-9	-12	9	-8
CCOc1cc(S(=O)(=O)NCCCN2CCOCC2)ccc1F	5	3	-1	-5	-0.5	-1	-1	7	1	-2
Cc1ccc(NC(=S)N(CCCN(C)C)Cc2cc3cc4c(cc3[nH]c2=O)OCO4)c(C)c1	-5	6	4	-1	-2.7	-23	-16	2	16	-3
CCN(CC)S(=O)(=O)c1ccc(C)c(NC(=O)CSc2nc3ccccc3[nH]2)c1	-10	-1	1	-7	-0.7	16	19	-1	-19	7
CC(=O)NC1(C(F)(F)F)C(=O)Nc2c1c(=O)n(C)c(=O)n2C (stereo unspecified)	0	-4	2	-4	0.3	23	0	3	0	-1
Cc1cc(NC(=O)COC(=O)[C@H](C)NC(=O)c2ccccc2)no1	-3	-15	2	-6	0.3	-9	-25	-3	25	1
O=C(N/N=C/C(Br)=C/c1ccccc1)c1ccc([N+](=O)[O-])cc1	3	-8	5	-3	-0.3	6	34	-2	-34	-2
COc1ccc2c(c1)C1=NN(/C(C)=C\C(C)=O)C(c3ccccc3)C1CC2 (stereo unspecified)	-5	nt	-1	6	-1.9	15	14	19	-14	1
Cc1cc(C)c2c(=O)n(CC(=O)N3CCC(N4CCCCC4)CC3)sc2n1	6	?	nt	5	0.1	5	-15	-6	15	-3
S=c1nc[nH]c2c1ncn2-c1ccccc1	0	-4	-1	-18	-1.0	-5	-31	1	31	48*
Cc1cc(C)c2[nH]c(O)c(N=Nc3ccc(C(=O)O)cc3)c2c1	-1	9	15	2	-0.1	5	-8	-2	8	-4
CCc1sc(C(=O)N2CCc3cc(OC)c(OC)cc3C2CC(=O)O)cc1C (stereo unspecified)	-2	-7	3	-7	-1.4	-5	-6	-8	6	0
Cc1ccc(CNC(=O)C2CC(c3cccc(F)c3)=NO2)cc1 (stereo unspecified)	6	-2	nt	-15	0.0	6	-19	31	19	-3
COCc1cc(C)nc2sc(C(=O)N3CCCC3)c(N)c12	1	-8	-3	-13	-0.3	nt	-2	12	2	nt
C=CCNC(=S)/C(=C(\[O-])c1ccc(Cl)cc1)[n+]1ccccc1	-1	5	-1	-14	0.1	-3	nt	nt	nt	nt
CCCCNC(=O)C1CC(c2cccc([N+](=O)[O-])c2)=NO1 (stereo unspecified)	-6	1	nt	4	0.6	-2	1	89*	-1	-3
COc1ccc(NC(=O)Cn2nnc(C(=O)NCc3ccccc3OC)c2N)cc1Cl	13	6	22	-7	-0.1	-45	20	nt	-20	0
CCOc1ccc(CSC(=N)N)cc1	-6	0	-1	-18	-0.4	-3	-18	-10	18	-2
O=C(CC(c1ccccc1)c1ccccc1)Nc1nn[nH]n1	3	2	-2	-10	-1.0	nt	9	2	-9	-6
Cc1ccc(-c2sc(-c3cccnc3)nc2CC(=O)O)cc1	1	2	-1	-2	-1.7	nt	-24	0	24	-6
Cc1ccc(NC(=O)CC2SC3=NCCN3C2=O)cc1 (stereo unspecified)	2	-3	-4	-13	0.0	-82	-38	13	38	-4
CCCn1c(N)c(C(=O)COC(=O)c2c(C)noc2C)c(=O)n(C)c1=O	-2	-12	0	-8	-0.4	-20	20	nt	-20	nt
C#Cc1ccc(CN2CCN(Cc3ccsc3)C(CCO)C2)cc1 (stereo unspecified)	-4	-12	nt	-8	-2.0	nt	-18	0	18	-2
COc1ccc(/C(C)=N\NC(=O)c2ccc(-c3ccccc3)cc2)c(F)c1	-10	7	-2	-11	-2.0	24	67	2	-67	11

Complete entries, looked up by structure. Order of values: dFosB activator	Rtt109 HAT inh	NSD2 HMT inh	PvdQ acylase	CAL PDZ FP-1	PfHsp90 set2	SR-BI HDL uptake	MITF act	SR-BI DiI-HDL act	CAL PDZ FP-2
`CCCn1c(N)c(C(=O)COC(=O)c2c(C)noc2C)c(=O)n(C)c1=O` is listed as -2	-12	0	-8	-0.4	-20	20	nt	-20	nt
`CCOc1ccc(CSC(=N)N)cc1` is listed as -6	0	-1	-18	-0.4	-3	-18	-10	18	-2

(more compounds)
SMILES	dFosB activator	Rtt109 HAT inh	NSD2 HMT inh	PvdQ acylase	CAL PDZ FP-1	PfHsp90 set2	SR-BI HDL uptake	MITF act	SR-BI DiI-HDL act	CAL PDZ FP-2
CCNC(=O)NC(=O)C(C)OC(=O)[C@H](C)NS(=O)(=O)c1c(C)c(C)cc(C)c1C (stereo partly specified)	-4	14	-1	-4	-0.8	-17	6	4	-6	10
CCCOc1ccc(C2=NNC(c3cccs3)=Nc3ccc(OC)cc32)cc1	-13	0	-1	-8	0.6	-8	-6	-3	6	-5
CC1=Nn2c(nnc2-c2n[nH]c3c2CCC3)SC1	-8	-1	-4	1	nt	-14	-17	-5	17	-7
Cc1cc(/C=N/n2cnnc2)c(C)n1-c1ccc2c(c1)OCO2	-8	7	14	-1	nt	-31	16	-11	-16	-3
